RGS4 pot = potentiators or activators of RGS4 | HEK293 M3R/inducible RGS4, carbachol calcium flux Fluo4; stronger effect = lower value | B-score at 10 µM | actives 0.92% (n = 310,000);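 active = B-score of the integrated calcium signal more than 4 SD below the library mean, with starting fluorescence not abnormally high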;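 also: negative B-score means reduced calcium response which marks RGS4 activation or potentiation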
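Material: M3R-expressing HEK293 line, RGS4 induced by doxycycline | Schedule: Overnight RGS4 induction, 30 min dye load 37 °C, 20 min compound RT | Measured by: Fluo4 fluorescence kinetic imaging of calcium | Read-out: Integrated calcium ratio converted to B score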
PolyA inhibitor = blocks polyadenylation in yeast reporter cells; actives 0.02% (n = 300,000); calls only at 12 µM; S. cerevisiae SKY197-pL101 polyadenylation reporter, beta-gal luminescence; efflux-impaired pdr1/pdr3 knockout yeast; score 100 = 6 SD above DMSO;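 active = lowest replicate activity score at least 50, where 100 means six control SD above control mean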;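 also: yeast exposed to compound for 9 h at 30 °C; higher score means more reporter readthrough which indicates perturbed polyadenylation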
KCNK3 inh = human KCNK3 channel inhibition, primary screen | O14649 | CHO-KCNK3 thallium flux, FluxOR fluorescence; stronger effect = lower value | B-score at 10 µM | actives 0.84% (n = 340,000) | AID 602410;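 active = B-score under library mean minus 4 SD, starting fluorescence ratio at most library mean plus 5 SD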;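 also: more negative B-score means stronger inhibition of thallium flux through KCNK3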
Target sequence (O14649 whole entry, looked up): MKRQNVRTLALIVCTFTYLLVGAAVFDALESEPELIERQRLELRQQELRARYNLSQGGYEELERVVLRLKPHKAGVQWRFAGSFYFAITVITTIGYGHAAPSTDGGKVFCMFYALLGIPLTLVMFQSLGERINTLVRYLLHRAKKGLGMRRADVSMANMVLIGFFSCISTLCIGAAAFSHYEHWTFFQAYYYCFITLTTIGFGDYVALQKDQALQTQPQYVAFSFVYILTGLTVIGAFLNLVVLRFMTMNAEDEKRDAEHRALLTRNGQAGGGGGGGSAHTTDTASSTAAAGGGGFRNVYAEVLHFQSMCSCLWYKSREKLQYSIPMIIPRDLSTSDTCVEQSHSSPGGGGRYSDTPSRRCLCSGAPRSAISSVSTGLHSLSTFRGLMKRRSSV
KCNK9 inh = human KCNK9 channel inhibition | actives 1.2% (n = 310,000) | HEK293 KCNK9, FluxOR thallium flux fluorescence; stronger effect = lower value | B-score at 10 µM | AID 488922 | Q9NPC2;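 active = ratio B-score over 3 SD below the library mean, with starting fluorescence within 5 SD of its mean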;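 also: negative B-score means less thallium flux so channel inhibition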
GSK3beta inhib = human GSK3beta kinase inhibition. P49841. GST-GSK3beta kinase, ADP-Glo luminescence, 60 min; stronger effect = lower value. activity score (negative = inhibition), % at 10 µM. actives 0.038% (n = 300,000). AID 2097;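 active = more than half of replicate wells score below -50%, meaning over 50% inhibition versus plate controls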;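 also: 0% = median DMSO wells and -100% = median GW8510 positive control wells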
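Assay system: GST-tagged human GSK3beta kinase, cell-free; Input: 1.6 ng GSK3beta; Medium: Tris/MgCl2 kinase buffer; Timing: 60 min enzyme reaction, room temperature; Signal: ADP-Glo luminescence quantifying ADP generated by kinase; Evaluation: score relative to plate controls; Benchmarks: DMSO neutral wells and GW8510 at 20 µM as positive.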
HDAC3 inhib = human HDAC3 inhibition | O15379 | recombinant HDAC3, fluorogenic peptide/trypsin coupled, fluorescence | inhibition, % at 8.3 µM | actives 0.15% (n = 320,000); in the data active = inhibition above about 26%, passing the limit was not always enough
hERG rescue = hERG (human) protection from proarrhythmic block. CHO-hERG, FluxOR thallium flux, dofetilide IC70 present. actives 0.51% (n = 310,000). activation (rescue from dofetilide block), less the hit threshold, % at 10 µM. Q12809;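 active = activation above the mean of controls blocked by dofetilide plus 5 SD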;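 also: thallium influx through hERG after potassium depolarization seen as dye fluorescence rise; in these data hits start at about 4.7%; inactives centre near -7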
KCNQ1 pot = human KCNQ1 channel potentiation or activation | P51787 | CHO-K1 KCNQ1, thallium flux FluxOR fluorescence; stronger effect = higher value | B-score at 10 µM | actives 0.35% (n = 310,000) | AID 2648;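 active = fluorescence ratio B-score, a plate-corrected score, at least three library SD, with initial intensity B-score within 5 SD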
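Material: CHO-K1 cells stably expressing KCNQ1. Medium: assay buffer for compound exposure, DMSO matched across wells. Reagent: K+/Tl+ depolarizing stimulus. Compound dosing: single-concentration screen. Times: 37 °C overnight plating, 90-min dark dye load, 20-min compound pretreatment. Technique: FluxOR Tl+ flux fluorescence.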
GSK3 alpha inh = inhibitors of human GSK-3 alpha kinase. P49840. ADP-Glo luminescence, 60 min. inhibition, % at 10 µM. actives 0.1% (n = 320,000). AID 2650;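 in the data active = inhibition above about 50%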;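 also: GST-tagged GSK-3 alpha with peptide substrate and 25 µM ATP; 0% = DMSO neutral wells and 100% = GW8510 positive control wells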
Target sequence (P49840 whole entry, looked up): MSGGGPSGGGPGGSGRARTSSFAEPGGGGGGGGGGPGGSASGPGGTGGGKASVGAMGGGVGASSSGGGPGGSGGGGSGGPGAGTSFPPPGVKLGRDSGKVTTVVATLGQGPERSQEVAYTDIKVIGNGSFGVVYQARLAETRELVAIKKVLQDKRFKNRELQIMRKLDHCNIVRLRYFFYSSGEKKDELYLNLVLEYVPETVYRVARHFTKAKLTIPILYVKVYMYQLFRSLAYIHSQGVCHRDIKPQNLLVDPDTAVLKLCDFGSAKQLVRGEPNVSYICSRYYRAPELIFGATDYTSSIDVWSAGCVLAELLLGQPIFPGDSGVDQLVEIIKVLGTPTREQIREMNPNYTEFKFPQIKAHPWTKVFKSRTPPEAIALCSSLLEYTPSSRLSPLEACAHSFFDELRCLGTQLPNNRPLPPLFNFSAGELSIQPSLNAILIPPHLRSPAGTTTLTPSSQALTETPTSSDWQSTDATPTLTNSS
KCNQ1 block = inhibitors of human KCNQ1 potassium channel; CHO-K1 KCNQ1, FluxOR thallium flux fluorescence; stronger effect = higher value; P51787; actives 1.3% (n = 310,000); B-score at 10 µM; AID 2642;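 active = compounds whose thallium flux B-score, printed positive for inhibition, exceeds three library SD while starting fluorescence stays within three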;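 also: channel opened by potassium depolarization with thallium stimulus after 20 min compound exposure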
DYRK1A inh = inhibitors of rat Dyrk1A kinase. Q63470. ADP-Glo luminescence, NFATc1 peptide. actives 0.43% (n = 310,000). AID 504441. inhibition, % at 12.5 µM; in the data active = inhibition above about 50%;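 also: plate controls were vehicle with enzyme for no effect and no enzyme for full effect; many of its hits are not listed in these tables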
* marks the source's active call; other numbers are inactive results; i = inactive; x = no result given.

SMILES	RGS4 pot	PolyA inhibitor	KCNK3 inh	KCNK9 inh	GSK3beta inhib	HDAC3 inhib	hERG rescue	KCNQ1 pot	GSK3 alpha inh	KCNQ1 block	DYRK1A inh
COc1ccccc1NC(=O)c1cc(S(=O)(=O)NCc2ccccc2)ccc1F	i	i	i	i	-3	5	-2	i	-1	i	-6
COc1ccc(NC(=O)/C(C#N)=C\c2ccc(N3CCOCC3)o2)cc1	-8.6*	x	-12*	-8.7*	-1	14	-22	i	-2	10*	-3
CCNC(=S)N/N=C1\C(=O)c2cccc3cccc1c23	i	i	i	i	1	1	7.9*	9*	-1	i	3
CCOC(=O)c1oc2cc(O)cc(O)c2c(=O)c1OCc1ccccc1	i	i	i	i	-2	4	-1	i	-2	i	1
Cc1c(C(=O)Nc2ccc(N3CCOCC3)cc2)oc2ccccc12	i	i	i	i	3	2	-15	i	-3	i	19
O=C(OC1Cn2c(=O)ccc(=O)n2C1)c1ccccc1	i	i	i	i	0	-1	-3	i	-3	i	-3
CCOC(=O)C1=NN(C(=O)c2ccco2)C2(CC2)C1	i	i	i	i	2	4	-2	i	-1	i	0
CCN(CC)C(=O)CN1CCN(c2ncccn2)CC1	i	i	i	i	1	7	0	i	-1	i	-2
COc1ccc(/C=C/C(=O)OCc2nc3ccccc3c(=O)[nH]2)c(OC)c1	i	i	i	i	-1	-2	-11	i	-2	i	7
O=C(c1cc2ncc(Br)cn2n1)N1CCCCC1	i	i	i	i	-3	-1	-7	i	0	i	0
O=C(N/N=C/c1ccoc1)c1ccc([N+](=O)[O-])cc1	i	x	i	i	0	-1	-10	i	x	i	-12
Cc1ccc(F)cc1CNC(=O)c1cc(COc2ccc3ncccc3c2)on1	i	i	i	i	4	6	-11	i	-1	i	-2
COc1ccc(NC(=O)NC(=O)c2ccccc2)cc1	i	i	i	i	3	-1	-9	i	2	i	0
COc1ccc(CCC(=O)Nc2ncc(C)s2)cc1OC	i	i	i	i	-2	-3	-8	i	2	i	-1
O=C(Nc1ccc(Cl)cc1)C1CCN(C(=O)c2cccs2)CC1	i	i	i	i	1	-12	-4	i	-3	i	-2
CC(=O)c1ccc(NC(=O)C(C)Sc2ccccn2)cc1 (configuration not stated)	i	i	i	i	1	2	-14	i	-1	i	-5
O=C(c1cccc([N+](=O)[O-])c1)c1ccccn1	i	i	i	i	-1	-1	-7	i	2	i	-2
COc1ccc(CCNC(=O)C2CCCN(S(=O)(=O)c3ccc(OC)cc3)C2)cc1 (configuration not stated)	i	i	i	i	3	-3	-7	i	-2	i	1
CCOC(=O)C1=C(c2ccccc2)NC(SCC)=C(C#N)C1c1cccnc1 (configuration not stated)	i	i	i	i	2	0	-2	i	-7	i	-5
CCC(=O)N1CCc2cc(S(=O)(=O)NCCC(=O)N3CCc4ccccc4C3)ccc21	i	i	i	i	0	2	-18	i	0	i	2

Structural class: the entries above containing a nitro group on carbon.
SMILES	RGS4 pot	PolyA inhibitor	KCNK3 inh	KCNK9 inh	GSK3beta inhib	HDAC3 inhib	hERG rescue	KCNQ1 pot	GSK3 alpha inh	KCNQ1 block	DYRK1A inh
O=C(N/N=C/c1ccoc1)c1ccc([N+](=O)[O-])cc1	i	x	i	i	0	-1	-10	i	x	i	-12
O=C(c1cccc([N+](=O)[O-])c1)c1ccccn1	i	i	i	i	-1	-1	-7	i	2	i	-2

(more compounds)
SMILES	RGS4 pot	PolyA inhibitor	KCNK3 inh	KCNK9 inh	GSK3beta inhib	HDAC3 inhib	hERG rescue	KCNQ1 pot	GSK3 alpha inh	KCNQ1 block	DYRK1A inh
CCOC(=O)/C(C#N)=N/Nc1c(S(=O)(=O)Cc2ccco2)csc1C(=O)OC	i	i	i	i	-2	3	-4	i	5	i	6
COC(=O)C1N[C@@H]([C@@H](NC(=O)COc2ccccc2)C(=O)NCc2ccsc2)SC1(C)C (some centres not stated)	i	i	i	i	-2	0	-9	i	-5	i	9
CC(C)c1ccc(C2NC(=S)NC3=C2C(=O)CCC3)cc1 (configuration not stated)	i	i	i	i	-2	-3	-10	i	-1	i	0
CC(=O)c1cccc(N(CC(=O)NC2CCCC2)C(=O)c2csnn2)c1	i	i	i	i	-3	5	-6	i	1	i	-4
Clc1cccc(OCCN2CCCC2)c1	i	i	i	i	1	1	-9	i	0	i	23
CC(C)(C)CN1CCNC(=O)C1CC(=O)NCCc1ccccc1C(F)(F)F (configuration not stated)	i	i	i	i	0	7	-14	i	-1	i	-2
COCC1CCCN(C(=O)c2ccc3nc(Cc4cccc(Cl)c4)oc3c2)C1 (configuration not stated)	i	i	-9.5*	i	7	-8	-6	i	-1	i	-10
Cc1nc(SCC(=O)NCc2ccccc2)c2c(=O)n(C)c(=O)n(C)c2n1	i	i	i	i	0	-2	-10	i	0	i	1
CCC1CCCCN1CCCNC(=O)CNC(=O)c1nn(-c2ccc(OC)cc2)c(=O)c2ccccc12 (configuration not stated)	i	i	i	i	-4	0	-8	i	2	i	7
CCc1ccc(-c2cc(C)no2)cc1S(=O)(=O)N1CCC(C)CC1	i	i	-10*	-9.3*	-1	12	-11	i	0	i	x
C=CCc1c(C)nc(SCCC)[nH]c1=O	i	i	i	i	4	-2	-1	i	-4	i	-2
COc1ccccc1/C=C/C(=O)Nc1cccnc1Cl	i	i	i	i	-3	-1	-10	i	0	i	-4
COc1ccc(/C=N/NC(=O)C(O)(c2ccccc2)c2ccccc2)cc1OC	i	i	i	i	0	4	-6	i	-2	i	-2
Cc1ccc(NC(=O)COc2ccc(C3SCCS3)cc2)cc1	i	i	i	i	0	4	-5	i	-5	i	-4
CCOC(=O)C1Nc2ccc(Br)cc2C2C=CCC12 (configuration not stated)	i	i	i	i	-3	-4	-6	i	-2	i	17
Cc1ccc2[nH]c(SCC(=O)N3CCOCC3)nc2c1C	i	i	i	i	-4	-16	-2	i	-2	i	5
CC(=O)COc1ccc2c(C)c(-c3ccccc3)c(=O)oc2c1	i	i	i	i	4	-1	-12	i	1	i	1
COc1ccccc1NS(=O)(=O)c1ccc(O)c(C(=O)OCC(=O)N2CCc3ccccc32)c1	i	i	i	i	1	-3	-13	i	0	i	-7
COc1cccc(NC(=O)NC2(C(=O)N3CCC(O)CC3)CCCCC2)c1	i	i	i	i	2	4	-5	i	-2	i	-1
C=CCc1cccc(/C=N/NC(=O)c2ccccc2OC)c1O	i	i	-9.5*	-7.7*	0	-2	-11	i	-4	i	-3

Exported with two lines to a compound: entries from further up.
Sequence of screens: RGS4 pot, PolyA inhibitor, KCNK3 inh, KCNK9 inh, GSK3beta inhib, HDAC3 inhib, hERG rescue, KCNQ1 pot, GSK3 alpha inh, KCNQ1 block, DYRK1A inh
C=CCc1c(C)nc(SCCC)[nH]c1=O
→ i, i, i, i, 4, -2, -1, i, -4, i, -2
CCOC(=O)C1Nc2ccc(Br)cc2C2C=CCC12 (configuration not stated)
→ i, i, i, i, -3, -4, -6, i, -2, i, 17
CC(=O)COc1ccc2c(C)c(-c3ccccc3)c(=O)oc2c1
→ i, i, i, i, 4, -1, -12, i, 1, i, 1
Cc1ccc2[nH]c(SCC(=O)N3CCOCC3)nc2c1C
→ i, i, i, i, -4, -16, -2, i, -2, i, 5
Cc1nc(SCC(=O)NCc2ccccc2)c2c(=O)n(C)c(=O)n(C)c2n1
→ i, i, i, i, 0, -2, -10, i, 0, i, 1
COC(=O)C1N[C@@H]([C@@H](NC(=O)COc2ccccc2)C(=O)NCc2ccsc2)SC1(C)C (some centres not stated)
→ i, i, i, i, -2, 0, -9, i, -5, i, 9
COCC1CCCN(C(=O)c2ccc3nc(Cc4cccc(Cl)c4)oc3c2)C1 (configuration not stated)
→ i, i, -9.5*, i, 7, -8, -6, i, -1, i, -10

Next section
SMILES	RGS4 pot	PolyA inhibitor	KCNK3 inh	KCNK9 inh	GSK3beta inhib	HDAC3 inhib	hERG rescue	KCNQ1 pot	GSK3 alpha inh	KCNQ1 block	DYRK1A inh
O=C(O)c1cc(-c2ccccc2)nn1CC1CC(c2cccnc2)=NO1 (configuration not stated)	i	i	i	i	2	-2	-10	i	x	i	x
C=CCn1c(SCC(=O)Nc2cc(C)on2)nnc1C1COc2ccccc2O1 (configuration not stated)	i	i	i	i	2	-3	-11	i	-2	i	-5
CN(C)CCNC(=O)/C(=C/c1cccc([N+](=O)[O-])c1)NC(=O)c1ccccc1	i	i	i	i	-2	-4	-14	i	-4	i	3
O=C(c1ccccc1)N1CCN(C(=S)NCc2ccc3c(c2)OCO3)CC1	i	i	i	i	4	5	-7	i	-1	i	5
CC(=O)Nc1ccc(S(=O)(=O)N2CCN(C(=O)Cc3ccccc3)CC2)cc1	i	i	i	i	0	1	-9	i	0	i	3
O=[N+]([O-])c1ccccc1S(=O)(=O)N1CCN(c2ccc(F)cc2)CC1	i	i	i	i	0	-5	0	i	-2	i	-4
CC1=C(C(=O)N(C)Cc2ccccc2)C2(CCC(C)CC2)OC1=O (configuration not stated)	i	i	i	i	1	7	-26	i	1	i	-2
O=S(=O)(c1ccccc1)c1nc(-c2cccc(Cl)c2)oc1N1CCOCC1	i	i	i	i	-3	x	-7	i	-1	i	-4
Cc1ccc(N2Cc3ccccc3C2=S)cc1	i	i	i	i	0	2	-11	i	3	i	0
C=C(c1ccc(OC)cc1)c1ccc(OC)cc1	i	i	i	i	-1	x	1	i	x	i	-3
O=C(O)COCC(=O)NCc1csc2ccccc12	i	i	i	i	-4	9	-6	i	-3	i	-68
Cc1ccc(S(=O)(=O)Cc2ccc(C(=O)NCc3ccc4c(c3)OCO4)o2)cc1	i	i	i	i	2	-8	-16	i	3	i	18
COc1ccc(-c2nc(-c3cccs3)c(-c3cccs3)[nH]2)cc1OC	-8*	i	i	i	3	-2	-12	i	0	7*	4
CSc1nc(-c2ccccc2)nc(NC(=O)c2ccccc2)c1C(C)=O	i	i	i	i	-4	3	-12	i	1	i	1
O=S(=O)(NCc1cccnc1)c1ccc(Cl)c(Cl)c1Cl	i	i	i	i	-4	-1	-12	i	0	i	-4
O=C(NC1CCCc2ccccc21)c1ccc(=O)[nH]c1 (configuration not stated)	i	i	i	i	0	1	-9	i	-1	i	2
NS(=O)(=O)c1ccc(CCNC(=O)CCCOc2ccccc2)cc1	i	i	i	i	-4	-6	-6	i	2	i	-2
N#Cc1ccsc1NC(=O)CCN1CCN(C(c2ccccc2)c2ccccc2)CC1	-9.1*	i	i	i	1	0	-11	i	-3	i	1

Assay outcomes deposited in PubChem by several laboratories.

The list is partial (hit frequency here may not be typical).
